Compound activity: PubChem BioAssay, several laboratories
Myeloid diff 2 = induction of myeloid progenitor differentiation, primary screen, cell-based, flow cytometry, MLPCN library. ER-HoxA9 myeloid progenitors, lysozyme-GFP differentiation. calls only at 10 µM. 1% of 360,000 active. AID 624256, 2012;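 active = normalized GFP-positive differentiation at or above the plate's own cutoff, the solvent-only control mean plus 3 SD; inconclusive = no clear call, values can overlap the other calls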;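 note: cells exposed to compound for four days before flow analysis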
T cell HTS = modulators of CD8 T cell-vesicle binding, primary screen, mouse 2C CD8+ T cells, flow cytometry; AID 2052, 2009; calls only at 7 µM; 2C CD8+ T cell-vesicle binding; active compounds read low; 0.068% of 330,000 active;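 active = response, share of CD8 T cells binding vesicles, and their 90th percentile fluorescence all below set limits, cut at about 80% in these data, passing the limit was not always enough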
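Assay system – 2C mouse CD8+ T cells · Also added – QL9-loaded Drosophila micro-vesicles · Timing – Cell–vesicle co-incubation 1.5 h at 37 °C, staining 20 min on ice · Signal – flow cytometry of vesicle-bound cells · Measure – percent CD8+ FL2 mean versus row control · Controls – Peptide-free naked vesicles (low) and QL9 vesicles with 0.7% DMSO vehicle (high)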
NTR1 agonist = agonists of NTR1, primary screen, imaging, U2OS cells, beta-arrestin-GFP, high content (AID 493036). Neurotensin receptor type 1 (Homo sapiens), P30989. NTR1-U2OS beta-arrestin-GFP spot imaging, agonist mode. activation, % at 20 µM. 0.17% of 330,000 active;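 active = activation at or above 40% of the spot to cytoplasm intensity ratio, with at least 20 cells analyzed; inconclusive = wells under 20 cells, flagged as cytotoxic or low count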;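 note: 0% = DMSO without peptide and 100% = 100 nM NTR1 peptide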
Target sequence (P30989 whole entry, looked up): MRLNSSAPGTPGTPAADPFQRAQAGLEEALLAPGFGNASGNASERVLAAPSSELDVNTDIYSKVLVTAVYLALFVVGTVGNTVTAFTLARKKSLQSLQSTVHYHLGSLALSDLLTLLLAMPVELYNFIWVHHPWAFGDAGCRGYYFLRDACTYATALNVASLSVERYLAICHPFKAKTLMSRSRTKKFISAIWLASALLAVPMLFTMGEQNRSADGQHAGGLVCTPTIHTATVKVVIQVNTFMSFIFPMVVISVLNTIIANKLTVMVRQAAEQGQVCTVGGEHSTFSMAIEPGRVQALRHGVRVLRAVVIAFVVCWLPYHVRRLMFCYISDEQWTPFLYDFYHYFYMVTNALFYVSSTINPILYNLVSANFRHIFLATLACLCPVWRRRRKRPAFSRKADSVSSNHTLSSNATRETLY
T cell HTS vesicle-bound % = also measured in T cell HTS; calls as there; double positive events, %; measured here: CD8+ vesicle-bound cell fraction;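 binding gate set so that unloaded-vesicle control wells show 10% double positive cells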
NTR1 agonist cell count 20 µM = also measured in NTR1 agonist; calls as there; cell count; measured here: cell count, cytotoxicity flag
Myeloid diff 2 GFP+ MAC1+ % = second read-out of Myeloid diff 2, no call of its own (marks repeat the call); GFP+ MAC1+ double positive, %; measured here: differentiation confirmed by MAC1 staining
An asterisk follows results filed as active; i = inactive; ? = inconclusive; . = no result given; + = active, no number.

SMILES	Myeloid diff 2	Myeloid diff 2 GFP+ MAC1+ %	T cell HTS	NTR1 agonist	others
Cc1cccc(C)c1NC(=O)CN(C)C(=O)c1cccc(S(=O)(=O)N2CCN(c3ccc(F)cc3)CC2)c1	.	.	i	1.1	T cell HTS vesicle-bound %=57;NTR1 agonist cell count 20 µM=68
O=C(NCCCNC(=O)NC1CCCCC1)NC1CCCCC1	.	.	i	0.0	T cell HTS vesicle-bound %=12;NTR1 agonist cell count 20 µM=55
Fc1ccc(Oc2ccnc(Cl)n2)c(Cl)c1	.	.	i	0.9	T cell HTS vesicle-bound %=44;NTR1 agonist cell count 20 µM=47
COc1ccc2oc(C(=O)OCC(=O)N(C)C3CCCCC3)c(C)c2c1	.	.	i	3.7	T cell HTS vesicle-bound %=47;NTR1 agonist cell count 20 µM=65
COc1ccc(C2NC(C(=O)O)CS2)cc1COCC(F)(F)F (stereo not drawn)	.	.	i	0.3	T cell HTS vesicle-bound %=3;NTR1 agonist cell count 20 µM=56
CC1Cc2ccccc2N1C(=O)CSc1ncccn1 (stereo not drawn)	.	.	i	-1.3	T cell HTS vesicle-bound %=17;NTR1 agonist cell count 20 µM=47
CCCCC1=CC2=C(c3ccco3)C(=O)C(C)(OC(=O)c3ccc(OC)cc3)C(=O)C2=CN1C1CCCC1 (stereo not drawn)	.	.	i	5.0	T cell HTS vesicle-bound %=38;NTR1 agonist cell count 20 µM=79
O=C(O)COc1ccc(NC(=O)c2cccs2)cc1	.	.	i	-0.6	T cell HTS vesicle-bound %=10;NTR1 agonist cell count 20 µM=62
CC(C)n1cnc2c(NCc3ccccc3)cc(N[C@@H](CO)Cc3ccccc3)cc21	.	.	i	-0.2	T cell HTS vesicle-bound %=10;NTR1 agonist cell count 20 µM=61
O=C1NC(Cc2ccc(O)cc2)c2nc3ccc(Br)cc3c(=O)n2-c2ccc(Cl)cc21 (stereo not drawn)	.	.	i	2.8	T cell HTS vesicle-bound %=28;NTR1 agonist cell count 20 µM=54
C[C@@H]1CN([C@H](C)CO)C(=O)CCCn2cc(nn2)CO[C@H]1CN(C)C(=O)Nc1ccc2c(c1)OCCO2	i	1.2	.	.
CCCC(=O)N1CCCC1(C)C(=O)Nc1cccc(OC(C)C)c1 (stereo not drawn)	i	1.6	.	.
O=C(OCCc1ccccn1)c1cccc([N+](=O)[O-])c1	i	1.2	.	.
CCCC(=O)N1CCC1(C)C(=O)Nc1ccc(C)c(C)c1 (stereo not drawn)	i	0.6	.	.
OCC[C@@H]1C[C@H](O)[C@@H](O)[C@@]2(OCc3ccc4ccccc4c32)O1	i	0.4	.	.
CN1OC[C@@H]2CN(C(=O)CCc3ccccc3)[C@H](c3cccc(N4CCOCC4)c3)C[C@@H]21	i	0.1	.	.
O=C1Nc2ccccc2-n2nnnc2C1N1CCN(c2ccc(C(F)(F)F)cn2)CC1 (stereo not drawn)	i	1.2	.	.
Cc1cccc(C(O)c2ncc(-c3ccc4ccccc4c3)[nH]2)c1C (stereo not drawn)	i	0.4	.	.
COc1ccccc1Cc1c(C(C)(C)C)nc2ccc(C)cn12	i	0.1	.	.
O=C(Cc1cccc(NC(=O)C2CCCN(C(=O)C3CCC3)C2)c1)Nc1cccc(C(=O)N2CCCCC2)c1 (stereo not drawn)	i	0.7	.	.
COc1ccccc1N1CCN(CC(=O)NC(=O)NCc2ccccc2)CC1	i	0.8	.	.
O=C(Cc1ccc(NC(=O)C2CCCN(C(=O)CCc3ccccc3)C2)cc1)Nc1cccc(C(=O)N2CCCC2)c1 (stereo not drawn)	i	0.5	.	.
O=C(NCCN1CCC(n2c(=O)[nH]c3ccccc32)CC1)c1ccc(F)cc1	i	1.0	.	.
CCCC(=O)N1CCCC1(C)C(=O)Nc1ccc(OC(F)F)cc1 (stereo not drawn)	i	1.2	.	.
CC(=O)c1cc2c(cc1NC(=O)CSc1nnc(C3CC3)n1C)OCO2	i	0.4	.	.
CC(C)CNc1ncnc2c1ncn2[C@H]1CN(Cc2cccs2)C[C@@H](CO)O1	i	0.7	.	.
O=C1c2cc3c(cc2CCC1c1ccc2c(c1)OCO2)OCO3 (stereo not drawn)	i	0.9	.	.
NC(c1csc(Nc2ccccn2)n1)c1ccccc1Cl (stereo not drawn)	i	0.5	.	.
O=C1CCSC2=C1SCc1sccc12	i	1.1	.	.
Cc1oc2cc3oc(=O)c(CCC(=O)N4CCC(C(=O)O)(c5ccccc5)CC4)c(C)c3cc2c1C	i	2.1	.	.

Sorted by SMILES length (lowest first): part of the list above
SMILES	Myeloid diff 2	Myeloid diff 2 GFP+ MAC1+ %	T cell HTS	NTR1 agonist	others
Fc1ccc(Oc2ccnc(Cl)n2)c(Cl)c1	.	.	i	0.9	T cell HTS vesicle-bound %=44;NTR1 agonist cell count 20 µM=47
CC1Cc2ccccc2N1C(=O)CSc1ncccn1 (stereo not drawn)	.	.	i	-1.3	T cell HTS vesicle-bound %=17;NTR1 agonist cell count 20 µM=47
NC(c1csc(Nc2ccccn2)n1)c1ccccc1Cl (stereo not drawn)	i	0.5	.	.
O=C(NCCCNC(=O)NC1CCCCC1)NC1CCCCC1	.	.	i	0.0	T cell HTS vesicle-bound %=12;NTR1 agonist cell count 20 µM=55
O=C1c2cc3c(cc2CCC1c1ccc2c(c1)OCO2)OCO3 (stereo not drawn)	i	0.9	.	.
CCCC(=O)N1CCCC1(C)C(=O)Nc1ccc(OC(F)F)cc1 (stereo not drawn)	i	1.2	.	.
COc1ccccc1N1CCN(CC(=O)NC(=O)NCc2ccccc2)CC1	i	0.8	.	.
CC(=O)c1cc2c(cc1NC(=O)CSc1nnc(C3CC3)n1C)OCO2	i	0.4	.	.
CC(C)CNc1ncnc2c1ncn2[C@H]1CN(Cc2cccs2)C[C@@H](CO)O1	i	0.7	.	.
OCC[C@@H]1C[C@H](O)[C@@H](O)[C@@]2(OCc3ccc4ccccc4c32)O1	i	0.4	.	.
O=C1NC(Cc2ccc(O)cc2)c2nc3ccc(Br)cc3c(=O)n2-c2ccc(Cl)cc21 (stereo not drawn)	.	.	i	2.8	T cell HTS vesicle-bound %=28;NTR1 agonist cell count 20 µM=54
Cc1oc2cc3oc(=O)c(CCC(=O)N4CCC(C(=O)O)(c5ccccc5)CC4)c(C)c3cc2c1C	i	2.1	.	.
CN1OC[C@@H]2CN(C(=O)CCc3ccccc3)[C@H](c3cccc(N4CCOCC4)c3)C[C@@H]21	i	0.1	.	.
Cc1cccc(C)c1NC(=O)CN(C)C(=O)c1cccc(S(=O)(=O)N2CCN(c3ccc(F)cc3)CC2)c1	.	.	i	1.1	T cell HTS vesicle-bound %=57;NTR1 agonist cell count 20 µM=68
O=C(Cc1ccc(NC(=O)C2CCCN(C(=O)CCc3ccccc3)C2)cc1)Nc1cccc(C(=O)N2CCCC2)c1 (stereo not drawn)	i	0.5	.	.

Next compounds:
SMILES	Myeloid diff 2	Myeloid diff 2 GFP+ MAC1+ %	T cell HTS	NTR1 agonist	others
O=C(NCc1ccccc1)c1cc(C2CCCN(C(=O)c3cccs3)C2)on1 (stereo not drawn)	i	1.0	.	.
O=C(Nc1cccc(Cl)c1)c1ccc2sc([C@H]3C[C@H](O)[C@@H](CO)O3)nc2c1	i	0.5	.	.
Fc1ccc(-c2nc3ccc(Cl)cn3c2Cc2cccc(Cl)c2)cc1	i	0.5	.	.
c1ccc2c(c1)Nc1cc3ccccc3cc1O2	i	0.3	.	.
C=CCN(c1ccccc1OC)S(=O)(=O)c1cccc(C(=O)NCC(c2ccc(OC)cc2)N2CCCC2)c1 (stereo not drawn)	i	0.6	.	.
O=C(c1cc(C2CCCCN2S(=O)(=O)c2ccccc2)on1)N1CCOCC1 (stereo not drawn)	i	1.7	.	.
O=C(NCc1ccccc1)c1cccc(NC(=O)c2ccccc2)c1	i	0.3	.	.
C=CCNc1ncnc2c1ncn2[C@H]1CN(Cc2ccccc2)C[C@@H](CO)O1	i	0.8	.	.
COc1cc2c(cc1OC)C(c1ccccc1)N(Cc1ccc(S(=O)(=O)NC(=O)c3ccco3)cc1)CC2 (stereo not drawn)	i	0.2	.	.
CCCCC(=O)OC1CCC2C3CCc4cc(O)ccc4C3CCC12C (stereo not drawn)	i	1.6	.	.
CCOC(=O)C1(C)CCN1C(=O)c1ccc(-c2ccccc2)cc1 (stereo not drawn)	i	1.0	.	.
S=C(SSC(=S)N1CCOCC1)N1CCOCC1	?	.	.	.
Cn1c(=O)c2[nH]c(SCCN)nc2n(C)c1=S	i	1.9	.	.
Cc1ccn2c(CC(C)(C)C)c(-c3ccc(F)cc3)nc2c1	i	0.4	.	.
O=C1NC(c2ccccc2)N=C2Oc3ccccc3C=C12 (stereo not drawn)	?	.	.	.
N#Cc1ccc(S(=O)(=O)N2CCN(CN3C(=O)CC4(CCCC4)C3=O)CC2)cc1	i	1.0	.	.
N#CCc1ccnc2ccccc12	i	0.8	.	.
CCCNC(=O)C1(C)CCCN(Cc2csc(-c3ccccc3)n2)C1 (stereo not drawn)	i	0.6	.	.
CCCc1c(Cc2cccc(F)c2)ncn1Cc1cccc(-c2ccccc2)c1	+	3.0*	.	.
CN(C(=O)c1ccccc1)C(=O)c1ccccc1	i	1.0	.	.
O=C1OC(c2cc(Br)c(O)c(Br)c2)c2ccccc21 (stereo not drawn)	i	0.8	.	.
COCCN(C(=O)c1ccco1)c1nc(-c2ccc(OC)cc2)cs1	i	0.2	.	.
CN1OC[C@@H]2CN(Cc3cc(Cl)cc(Cl)c3)[C@H](c3cccc(Oc4ccccc4)c3)C[C@@H]21	i	0.5	.	.
CC1(Cc2ccc(F)cc2)C(=O)Nc2c(Cl)cccc21 (stereo not drawn)	i	1.4	.	.
O=C(c1ccco1)N1CCN(C(=O)c2ccc(CS(=O)c3ccc(Br)cc3)o2)CC1 (stereo not drawn)	i	1.6	.	.
CCOC1=C2CN(S(=O)(=O)c3ccc(C)cc3)C(c3cccc(Cl)c3)CC2N(S(=O)(=O)c2ccc(Cl)cc2)C(c2ccccc2)C1 (stereo not drawn)	i	4.4	.	.
Cc1cc(C(=O)N2CCC2(C)C(=O)NCCC#N)nn1C (stereo not drawn)	i	0.5	.	.
C=CC1(C)CN(Cc2ccco2)S(=O)(=O)c2c(F)cccc2O1 (stereo not drawn)	i	1.0	.	.
O=c1c2ccccc2sc2nc(CCl)nn12	i	0.7	.	.
COCCNC(=O)C1CCCN(Cc2ccccc2F)CC1 (stereo not drawn)	i	1.2	.	.
CCCNC(=O)C1(C)CCN(Cc2csc3ccccc23)C1 (stereo not drawn)	i	0.7	.	.
Cc1cnc(CNC(=O)C2(C)CCCN2CC(C)C)cn1 (stereo not drawn)	i	1.5	.	.
OC1CC2CCC(C1)N2CCCN1c2ccccc2Sc2ccc(Cl)cc21 (stereo not drawn)	i	0.9	.	.
CC1(C)CC(=O)C=C(c2ccc(-c3ccc(S(C)(=O)=O)cc3)cc2)C1=O	i	0.2	.	.
CC(=O)OC1CCC2(C)C(CCC3C4CC=C(C(C)=O)C4(C)OC(=O)CC32)C1 (stereo not drawn)	?	.	.	.
O=S1(=O)N[C@@H](Cc2ccccc2)COc2cc(N3CCC[C@@H]3CO)ccc21	i	1.1	.	.
COc1cccc(C(C)(O)c2nc(-c3cc(F)cc(F)c3)cs2)c1 (stereo not drawn)	i	0.9	.	.
COC(=O)[C@@]12C[C@@H](CC(=O)NCCCN3CCCC3=O)C(=O)N(Cc3ccccc3)C1=CCC(C)(C)C2	i	1.4	.	.
O=C(O)c1ccc(NC2=C/C(=N/S(=O)(=O)c3cccs3)c3ccccc3C2=O)cc1	i	0.8	.	.
CCOC(=O)C1=C[C@@H](C(C)(C)C)N(S(=O)(=O)c2ccc(C)cc2)[C@H]1c1ccccc1	i	0.8	.	.
O=C(NN=Cc1cccc2ccccc12)C(=O)NN=Cc1cccc2ccccc12	i	1.4	.	.
CN(CCc1ccccc1)C(=O)c1ccc(NC(=O)Cc2ccc(NC(=O)C3CCN(C(=O)c4ccccc4)CC3)cc2)cc1	i	1.0	.	.
N#CC(=C(O)COC(=O)CCC1CCCCC1)c1nc2ccccc2[nH]1	i	1.3	.	.
CN(C)CC(O)c1ccc(C=Cc2ccc(Cl)cc2)cc1 (stereo not drawn)	?	.	.	.
CC(=O)Nc1cc(-c2ccc(N)cc2)cn2c(-c3cccc(C(F)(F)F)c3)cnc12	i	2.0	.	.
COc1ccc(C(=O)c2ccc(OC)c(OC)c2OC)cc1	?	.	.	.
C=CCn1nc(C(=O)Nc2ccc(OC)cc2)cc1-c1sc(NC(=O)c2ccccc2)nc1C	i	1.6	.	.
COc1ccc(NC(=O)CCC(=O)c2ccc(F)cc2)cc1	i	0.7	.	.
CCCS(=O)(=O)NC(=O)C1(C)CCCN(C(=O)c2cc(-c3cccs3)oc2C)C1 (stereo not drawn)	i	0.6	.	.

These rows are one share of the data; the hit share may differ from the screen's.
